Bioassay records as filed in PubChem BioAssay.
Luciferase inh: qHTS Assay for Inhibitors of Firefly Luciferase | 72,000 tested, 2.2% active | Luciferin 4-monooxygenase (Photinus pyralis), P08659 | purified firefly luciferase, luminescence, 8 min | Potency, µM (titrated, usually from 57.1 µM), for inactives: at the highest dose activity change, negative = inhibition, usual class: inhibitors; note: potency is the fitted concentration of half-maximal effect; % is set by controls: 0 for no effect and ±100 for the full control effect; nearly all actives have a fitted effect of over 40% in size
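Firefly luciferase (PKLight detection mix) with 10 uM ATP in pH 7.2 imidazole buffer (KCl, MgCl2, Tween 20, BSA). Compounds tested across a concentration series (qHTS). Luminescence read after 8 min at ambient temperature.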
Rhodamine autofl: qHTS Assay for Spectroscopic Profiling in Rhodamine Spectral Region; Rhodamine-region fluorescence, 547/598 nm, Tris buffer; hits give high values; max dye-equivalent concentration, M; 59,000 tested, 0.05% active; AID 594, 2007; in the data active = max dye-equivalent concentration above about 11 nM; inconclusive = between about 1.1 nM and that limit
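Intensities are converted to rhodamine-equivalent concentration using a six-point rhodamine standard on each plate. Compounds sit 15 min at room temperature in 100 mM Tris buffer, pH 8.0; read uses the 547/598 nm excitation/emission pair.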
Tau fil binding: qHTS Assay for Tau Filament Binding. 71,000 tested, 2% active. Potency, µM (highest dose often 57.1 µM), for the others: top-dose activity change, negative = inhibition. Microtubule-associated protein tau (Homo sapiens), P10636. AID 596, 2007. recombinant tau filaments, thioflavin S fluorescence, 15 h; filaments grown with octadecylsulfate alongside compound;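 note: potency is the fitted concentration of half-maximal effect; % is set by controls: 0 for no effect and ±100 for the full control effect; actives lower thioflavin S fluorescence by blocking filaments or displacing dye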
Target sequence (P10636 whole entry, looked up): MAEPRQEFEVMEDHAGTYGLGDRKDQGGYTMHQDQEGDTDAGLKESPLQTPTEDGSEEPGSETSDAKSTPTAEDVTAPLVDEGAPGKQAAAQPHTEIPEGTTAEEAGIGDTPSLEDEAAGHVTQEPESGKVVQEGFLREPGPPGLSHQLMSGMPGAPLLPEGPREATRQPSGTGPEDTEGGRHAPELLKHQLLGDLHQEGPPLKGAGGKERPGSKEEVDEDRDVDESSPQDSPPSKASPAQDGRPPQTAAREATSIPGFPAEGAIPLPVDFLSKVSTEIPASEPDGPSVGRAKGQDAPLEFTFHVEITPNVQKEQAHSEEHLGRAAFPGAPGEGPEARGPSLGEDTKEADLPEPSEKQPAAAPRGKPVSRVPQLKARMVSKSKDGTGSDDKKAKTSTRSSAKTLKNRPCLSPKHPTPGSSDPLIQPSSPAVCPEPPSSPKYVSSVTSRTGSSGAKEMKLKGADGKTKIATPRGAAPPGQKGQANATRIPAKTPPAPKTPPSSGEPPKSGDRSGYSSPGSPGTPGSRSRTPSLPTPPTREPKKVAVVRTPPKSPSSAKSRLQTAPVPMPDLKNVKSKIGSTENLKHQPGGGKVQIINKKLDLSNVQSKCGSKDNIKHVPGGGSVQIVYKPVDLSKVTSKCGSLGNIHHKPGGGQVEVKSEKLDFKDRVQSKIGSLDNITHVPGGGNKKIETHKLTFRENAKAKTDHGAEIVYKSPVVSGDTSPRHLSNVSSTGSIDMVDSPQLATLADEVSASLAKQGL
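Tau 2 uM in ThS buffer dispensed; compound added; 60 uM ODS added (finals 1 uM tau, 30 uM ODS); 15 h 37 C; fluor ex450/em510.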
TexasRed autofl: qHTS Assay for Spectroscopic Profiling in Texas Red Spectral Region; Compound fluorescence, Texas Red channel, 547/618 nm; hits give high values; max dye-equivalent concentration, M; 59,000 tested, 0.06% active; in the data active = max dye-equivalent concentration above about 10 nM; inconclusive = between about 1.1 nM and that limit
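Compound fluorescence was read after 15 min at room temperature in 100 mM Tris, pH 8.0, using 547 nm excitation and 618 nm emission across a concentration series. It was expressed as Texas Red dye-equivalent concentration from an on-plate standard curve.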
Casp1 inh: qHTS Assay for Allosteric/Competitive Inhibitors of Caspase-1; AID 900, 2007; 75,000 tested, 0.03% active; Caspase-1 enzyme, Ac-WEHD-AFC fluorogenic rate; P29466; Potency, µM (doses to about 57.5 µM), for the others: at the top dose activity change, negative = inhibition, actives largely listed as inhibitors;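 note: potency is the fitted concentration of half-maximal effect; plate controls were vehicle for no effect and no substrate for full effect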
Fluorescein fluor: qHTS Assay for Spectroscopic Profiling in Fluorescein Spectral Region. Compound autofluorescence, 480/540 nm, fluorescein-equivalent; hits give high values. 59,000 tested, 0.91% active. max fluorescein-equivalent concentration, M; in the data active = max fluorescein-equivalent concentration above about 10 nM; inconclusive = between about 1.1 nM and that limit
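Compounds (23 nL) in 100 mM Tris pH 8.0, 15 min at room temperature, then fluorescence read at 480 nm excitation/540 nm emission. Signal converted to fluorescein-equivalent concentration from an on-plate fluorescein standard curve.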
ERK AVP block: qHTS Assay for Inhibitors of the ERK Signaling Pathway using a Homogeneous Screening Assay; HEK293-V1b, vasopressin-stimulated pERK AlphaScreen; Potency, µM (highest dose often 57.5 µM), inactives show top-dose activity, negative = inhibition, most hits filed as inhibitors; 72,000 tested, 0.99% active; AID 995, 2007; note: potency is the fitted concentration of half-maximal effect; % is set by controls: 0 for no effect and ±100 for the full control effect; nearly all actives have a fitted effect of over 55% in size
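Overnight-seeded V1b-HEK293 cells in 1% FBS got compound, then vasopressin (25 nM final, 5 min, 37C), then lysis buffer. AlphaScreen detection of phospho-ERK; activity normalized to basal and full-stimulation controls.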
Casp7 inh: qHTS Assay for Allosteric/Competitive Inhibitors of Caspase-7. Potency, µM (series often up to 57.5 µM), inactives show at the top dose activity change, negative = inhibition, most hits filed as inhibitors. recombinant caspase-7, Ac-DEVD-AFC fluorescence rate. 75,000 tested, 0.02% active. P55210; active = well fitted inhibition curve with a large enough effect in the main read-out, with a control signal flat, not every such curve was filed as active; inconclusive = small, poorly fitted or top-dose-only effect, or a change in a side signal; note: potency is the fitted concentration of half-maximal effect; % of control where 0% means no effect
Target sequence (P55210 24-198 limits assumed): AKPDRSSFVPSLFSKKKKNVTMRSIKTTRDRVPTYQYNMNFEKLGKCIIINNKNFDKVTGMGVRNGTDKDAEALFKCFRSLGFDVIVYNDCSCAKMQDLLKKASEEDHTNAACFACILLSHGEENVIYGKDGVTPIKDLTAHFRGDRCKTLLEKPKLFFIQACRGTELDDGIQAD
Target sequence (P55210 207-303 limits assumed): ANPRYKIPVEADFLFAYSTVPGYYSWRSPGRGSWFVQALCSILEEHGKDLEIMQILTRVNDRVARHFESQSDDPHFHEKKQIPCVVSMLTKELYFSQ
HADH2 inhib: qHTS Assay for Inhibitors of HADH2 (Hydroxyacyl-Coenzyme A Dehydrogenase, Type II); 3-hydroxyacyl-CoA dehydrogenase type-2 (Homo sapiens), Q99714; 73,000 tested, 3.4% active; Potency, µM (top dose mostly 57.1 µM), for inactives: at the top dose activity change, negative = inhibition, actives largely listed as inhibitors; recombinant HADH2, NADH fluorescence, beta-hydroxybutyryl-CoA; note: potency is the fitted concentration of half-maximal effect; % is set by controls: 0 for no effect and ±100 for the full control effect; nearly all actives have a fitted effect of over 60% in size; many of its hits are not listed in these tables
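His-tagged recombinant enzyme from E. coli, 20 nM, preincubated 15 min RT with compound; reaction started with 1 mM NAD+ and 90 uM beta-hydroxybutyryl-CoA in 100 mM Tris-HCl pH 9.0. NADH fluorescence (ex 360/em 450) read over 4 min; last-minus-first difference.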
HEK293 cAMP ctrl: qHTS Assay for Agonists of the Thyroid Stimulating Hormone Receptor: Activators of Intracellular cAMP Concentrations in Parental HEK 293 | parental HEK293 CNG cAMP sensor, membrane potential fluorescence | Potency, µM (series often up to 57.1 µM), for inactives: top-dose activation, most hits filed as activators | AID 938, 2007 | 73,000 tested, 2.5% active; note: potency is the fitted concentration of half-maximal effect; % of control where 0% means no effect; nearly all actives have a fitted effect of over 55% in size
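Counterscreen for endogenous-receptor signalling: CNG-channel HEK 293 cells report cAMP rise by membrane depolarization. After 60 min dye equilibration with 100 uM RO 20-1724, compounds incubated 30 min before bottom-read fluorescence at 590 nm.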
USP2a inhib: qHTS Assay for Inhibitors of Ubiquitin-specific Protease USP2a; Ubiquitin carboxyl-terminal hydrolase 2 (Homo sapiens), O75604; USP2a enzymatic assay, qHTS inhibition; Potency, µM (highest dose often 38.3 µM), for inactives: at the highest dose activity change, negative = inhibition, most hits filed as inhibitors; 60,000 tested, 0.1% active; AID 927, 2007;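 note: potency is the fitted concentration of half-maximal effect; nearly all actives have a fitted effect of over 60% in size; plate controls were DMSO for no effect and NEM full inhibition control for full effect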
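Coupled readout: USP2-cleaved Ub-PLA2 (20nM final) turns over NBD C6-HPC (20uM final), Ex 460nm/Em 535nm after 2.5 h, time-zero read flagging artifacts. Enzyme (20nM final, pH 8.0 Tris) given 30 min RT with compound first; NEM defines full inhibition.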
The depositor's hits bear a star; i = inactive; ? = inconclusive; · = no result given; [ ] = another dose, or the depositor's remark. Unless noted, calls come from the whole dose curve; as a rule, active = well fitted curve in the direction sought with a large enough effect; inconclusive = small, poorly fitted or top-dose-only effect, or another doubt; inactive = no such curve, though single readings can be large; an effect the other way counts as inactive or inconclusive. These rows are one share of the data; count on the stated rates, not on these rows.

SMILES | Luciferase inh | Rhodamine autofl | Tau fil binding | TexasRed autofl | Casp1 inh | Fluorescein fluor | ERK AVP block | Casp7 inh | HADH2 inhib | HEK293 cAMP ctrl | USP2a inhib
Cc1ccc(NC(=O)CSC2=C(C#N)C(c3ccco3)C3=C(CC(C)(C)CC3=O)N2)cc1 (configuration not stated) | -1% | i | -24% | i | -6% | i | -11% | -6% | -29% | 2% | 36%[activator]
CCOc1cc(C(=O)N(C)c2ccccc2)cc(OCC)c1OCC | 0% | · | 8% | · | 1% | · | -10% | 1% | 1% | 15% | -11%
C[C@H](Oc1ccccc1)C(=O)N[C@@H]1C(=O)N2[C@@H]1SC(C)(C)[C@@H]2C(=O)O | -7%[25.5 µM] | i | -10%[25.6 µM] | ? | -4%[25.7 µM] | i | 6%[25.7 µM] | 2%[25.7 µM] | 5%[25.6 µM] | -7%[25.6 µM] | -4%[17.1 µM]
CCOC(=O)c1ccc(NC(=O)COc2ccc(-n3cnnn3)cc2)cc1 | -4% | i | 5% | i | 0% | i | 8% | -13% | 10% | 0% | 13%
Cc1ccc(C2/C(=C(/O)c3ccccc3)C(=O)C(=O)N2CCN2CCOCC2)o1 (configuration not stated) | 1% | · | 29% | · | -4% | · | 7% | -5% | -8% | -3% | -2%
O=C(CCCN1C(=O)c2ccccc2C1=O)Nc1ccc(Br)cn1 | 0% | i | 0% | i | 0% | i | -11% | -1% | 7% | 1% | -4%
CCc1cc2c(=O)n(Cc3ccco3)c(SCC(=O)N3CCCc4ccccc43)nc2s1 | 1% | i | 23% | i | -5% | ? | -18% | -7% | -11% | ? | 32%[activator]
Cn1c(N)c(C(=O)COC(=O)c2cccs2)c(=O)n(C)c1=O | -6% | i | 6% | ? | -9% | i | 17% | -21% | -12% | -13% | -4%
Cc1nnc(NC(=O)C2C3C=CC(O3)C2C(=O)O)s1 (configuration not stated) | 1% | i | 2% | i | 3% | ? | 0% | 5% | -11% | 1% | 6%
COc1ccc(Cn2nnnc2C(CC(C)C)N2CCN(c3ccccc3)CC2)cc1 (configuration not stated) | 0% | i | -5% | i | -1% | ? | 5% | 2%[0.00368 µM] | 7% | ? | -16%
Cc1nc(NC(=O)COC(=O)C(NC(=O)c2ccco2)C(C)C)c(Cl)cc1Cl (configuration not stated) | 3% | i | 4% | i | -2% | i | 3% | -2% | -15% | 12% | 22%
Fc1ccc(-n2[nH]nnc2=S)cc1N1CCCC1 | -4% | i | -17% | i | -1% | ? | -14% | -2% | ? | 15% | 25%
CCOC(=O)C(CC(C)C)CP(=O)(O)CNC(=O)OCc1ccccc1 (configuration not stated) | 0% | i | -9% | i | 0% | i | -7% | 0% | ? | 16% | -4%
CCn1c(C(O)c2cccc(OC)c2OC)nc2ccccc21 (configuration not stated) | 4% | i | -10% | i | -2% | i | 31% | 2% | -14% | 2% | 0%
Cc1c(NC(=O)CC(=O)Nc2c(C)n(C)n(-c3ccccc3)c2=O)c(=O)n(-c2ccccc2)n1C | 0% | i | -8% | i | 0% | i | 8% | -2% | 10% | 1% | -5%
Cc1cccc(N2CCN(c3cc(C)nc4nnnn34)CC2C)c1 (configuration not stated) | -1% | i | -84% | i | -2% | ? | 10% | -1% | 11% | 4% | 19%
O=C(NCCCn1ccnc1)c1cccc(S(=O)(=O)Nc2ccccc2F)c1 | 2% | i | 3% | i | 0% | i | -26% | 1% | 1% | -1% | -1%
Cc1ccccc1NC(=O)CCn1c(=O)oc2ccccc21 | 2% | · | 1% | · | -2% | · | · | 0% | 10% | 11% | ·
N#CCC(=O)Nc1ccccc1C(=O)O | 0% | i | 1% | i | 1% | ? | 9% | 7% | -3% | 0% | -3%
CCOC(=O)N1CCN(C(=O)c2ccc3c(=O)n(CCc4ccccc4)c(=O)[nH]c3c2)CC1 | -1% | i | -4% | i | 0% | i | 7% | -1% | 3% | 0% | 19%

Next part, overlapping the part above by 2 compounds.
SMILES | Luciferase inh | Rhodamine autofl | Tau fil binding | TexasRed autofl | Casp1 inh | Fluorescein fluor | ERK AVP block | Casp7 inh | HADH2 inhib | HEK293 cAMP ctrl | USP2a inhib
N#CCC(=O)Nc1ccccc1C(=O)O | 0% | i | 1% | i | 1% | ? | 9% | 7% | -3% | 0% | -3%
CCOC(=O)N1CCN(C(=O)c2ccc3c(=O)n(CCc4ccccc4)c(=O)[nH]c3c2)CC1 | -1% | i | -4% | i | 0% | i | 7% | -1% | 3% | 0% | 19%
CCOC(=O)c1cnc(-n2nc(C)cc2C)nc1N1CC(C)OC(C)C1 (configuration not stated) | 0% | i | 12% | ? | -1% | ? | -4% | 0% | 4% | 14% | -10%
Cc1cc(NC(=O)CCN2C(=O)C3C4C=CC(C4)C3C2=O)c2ccccc2n1 (configuration not stated) | 2% | i | -8% | i | 1% | i | -7% | -1% | 3% | 24% | 1%
Cc1ncc(COP(=O)(O)O)c(C)c1O | 2%[11.4 µM] | i | 6%[11.4 µM] | i | -3%[11.5 µM] | i | 8%[11.5 µM] | 2%[11.5 µM] | 9%[11.4 µM] | 4%[11.4 µM] | ·
Cc1ccc(-c2noc(CN(C(=O)c3cccs3)C(C)C)n2)cc1 | 0% | i | 5% | ? | 1% | ? | 8% | -1% | -7% | ? | 8%
Cc1ccc(NC(=O)CN(c2cc(C)cc(C)c2)S(=O)(=O)c2c(C)noc2C)nc1 | 0% | · | -8% | · | -2% | · | -12% | -6% | -7% | 20µM* | ·
Cc1ccc(N2CC(C(=O)Nc3cccnc3)CC2=O)cc1 (configuration not stated) | 0% | i | 3% | i | 3% | i | 11% | 2% | 13% | 7% | 0%
CN1C(=O)CC(C(=O)O)SC1=Nc1cccc(C(F)(F)F)c1 (configuration not stated) | 1% | i | -13% | i | -1% | ? | 24% | 1% | ? | 14% | -2%
c1ccc(-c2nc3ccccc3nc2N2CCOCC2)cc1 | 0% | i | 7% | i | ? | ? | 14% | -17% | -8% | 10% | 0%
CCCCCn1c(CCNC(=O)CCC)nc2ccccc21 | 1% | · | -3% | · | -4% | · | · | 1% | 5% | 11% | ·
Cc1cc(NC(=O)c2cc3n(n2)C(C(F)(F)F)CC(c2ccco2)N3)n(-c2ccccc2)n1 (configuration not stated) | -1% | i | 48% | ? | -3% | i | -2% | 1% | 1% | -1% | ·
COc1cccc(-c2nc(N(C)Cc3ccco3)c3ccccc3n2)c1 | -2%[2.29 µM] | i | -20% | i | -15% | i | -11% | -23% | ? | ? | -30%
COc1ccc(C(=O)N2CCC3(CC2)CCN(c2cccc(-c4ccccc4)c2)CC3)cc1 | 2%[11.4 µM] | i | -17% | i | -3% | i | ? | -1% | -11% | ? | 83%[activator]
CCn1c(SCC(=O)N2CCCc3ccccc32)nnc1-c1cccs1 | 1% | i | 5% | i | 1% | i | -28% | 3% | 6% | 22% | -6%
Cc1ccc(S(=O)(=O)Oc2cc(N)c3c(n2)CCC3)cc1 | 1%[11.4 µM] | i | 6%[11.4 µM] | i | 3%[11.5 µM] | i | -3%[11.5 µM] | 1%[11.5 µM] | 3%[11.4 µM] | 0%[11.4 µM] | ·
Cc1ccc(C(=O)CCC(=O)Nc2cccnc2)cc1C | -8% | i | 16% | ? | -1% | i | ? | 1% | 7% | -1% | 17%
O=C(Nc1ccc2c(c1)ncn2C1CCCCC1)c1ccco1 | ? | i | 12% | ? | 1% | i | -31% | -1% | -25% | 7% | 18%
CO[C@@H](NC(N)=O)C(=O)O | 3%[11.4 µM] | i | 13%[11.4 µM] | ? | 5%[11.5 µM] | ? | -21%[11.5 µM] | 1%[11.5 µM] | 11%[11.4 µM] | 9%[11.4 µM] | ·
CCCCOc1ccccc1C1NC(=O)NC(C)=C1C(=O)OCCOCC (configuration not stated) | -2% | · | 0% | · | 2% | · | -13% | 1% | -10% | ? | 10%
OC(COc1ccc2c(c1)CCC2)CN1CCN(c2ccccc2F)CC1 (configuration not stated) | 0% | i | ? | ? | 0% | ? | ? | -2% | 2% | -2% | -11%
COC(=O)CC#N | · | · | 1% | · | -4% | · | 24% | 0% | 3% | 13% | ·
COc1ccc(Nc2nc(OC)nc(N3CCN(c4ccc(OC)cc4)CC3)n2)cc1 | -8% | · | 70% | · | -1% | · | ? | -1% | -2% | -2% | -2%
